ASAP1 GAP inh: inhibitors of human ASAP1 ArfGAP activity | Q9ULH1 | ASAP1-stimulated ARF1 GTP hydrolysis, GDP FP detection | inhibition, % at 16.5 µM | 0.19% of 360,000 active | AID 624377; in the data active = inhibition above about 25%;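 note: 0% = vehicle with enzyme and substrate and 100% = no enzyme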
Target sequence (Q9ULH1 325-724 limits assumed): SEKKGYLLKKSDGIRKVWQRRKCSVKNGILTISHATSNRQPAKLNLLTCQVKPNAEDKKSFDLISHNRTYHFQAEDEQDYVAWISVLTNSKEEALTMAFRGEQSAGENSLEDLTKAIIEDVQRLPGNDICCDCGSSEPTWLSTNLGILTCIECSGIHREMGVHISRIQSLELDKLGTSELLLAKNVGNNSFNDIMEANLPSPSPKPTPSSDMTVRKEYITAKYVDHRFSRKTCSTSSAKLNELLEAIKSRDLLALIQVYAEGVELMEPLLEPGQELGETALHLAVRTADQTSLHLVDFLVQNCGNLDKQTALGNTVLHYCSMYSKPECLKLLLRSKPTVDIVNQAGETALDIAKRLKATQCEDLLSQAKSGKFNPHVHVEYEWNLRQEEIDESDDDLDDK
rCAG binder: binds r(CAG) RNA repeats | inhibition, % at 3 µM | 1.3% of 370,000 active | AID 651821 | r(CAG) RNA repeat, TO-PRO-1 dye displacement fluorescence;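 active = inhibition above the plate cutoff, the mean of all test compounds on that plate plus 3 SD, cut at about 35% in these data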;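 note: 0% = DMSO alone and 100% = 100 µM mitoxantrone as full dye displacement; higher means more dye released from RNA so lower well fluorescence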
NPR2 activator: GC-B (human) receptor activation; HEK293-GC-B cells, CNP EC30, cGMP TR-FRET; 0% at EC30 CNP, 100% saturating CNP; activation, % at 10 µM; 0.11% of 370,000 active;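 active = activation at 10 µM reaching about 35% in either raw or pattern-adjusted values, limit read from the data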
proKLK7 act: proKLK7 (human) activation, primary screen; P49862; 0.9% of 370,000 active; purified proKLK7, EDANS-DABCYL substrate fluorescence; 100% is mature enzyme control, 0% vehicle; activation, % at 7 µM;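 active = activation above the mean of all tested compounds plus 3 SD, computed per campaign excluding outliers beyond control limits, cut at about 13% in these data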
Target sequence (P49862 whole entry, looked up): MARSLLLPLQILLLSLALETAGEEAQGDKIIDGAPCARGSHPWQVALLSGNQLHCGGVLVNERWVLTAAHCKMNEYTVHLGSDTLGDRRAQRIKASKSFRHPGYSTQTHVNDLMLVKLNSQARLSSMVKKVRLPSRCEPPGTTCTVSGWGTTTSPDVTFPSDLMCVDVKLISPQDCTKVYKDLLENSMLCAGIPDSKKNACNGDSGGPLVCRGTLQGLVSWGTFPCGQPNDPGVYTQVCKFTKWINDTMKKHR
FXN GAA850 act: increases GAA850 frataxin promoter reporter activity. HEK293 lucGAA850 FXN promoter luciferase reporter, 24 h; percent of 10 µM SAHA response. activation, % at 6 µM. 0.56% of 360,000 active;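 active = activation above the average of all compounds screened plus 3 SD, cutoff fixed separately per campaign, cut at about 7.5% in these data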;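 note: 0% = DMSO wells and 100% = 10 µM SAHA wells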
ARFGAP1 inhibitor: inhibits rat ARF GTPase activating protein 1; Q62848; 0.26% of 360,000 active; Arfgap1-stimulated ARF1 GTP hydrolysis, GDP FP detection; inhibition, % at 16.5 µM;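 active = inhibition above a per-plate limit, mean inhibition of low control wells plus 3 SD, cut at about 25% in these data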;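 note: 0% = DMSO wells with enzyme and 100% = wells lacking Arfgap1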
Target sequence (Q62848 1-136 limits assumed): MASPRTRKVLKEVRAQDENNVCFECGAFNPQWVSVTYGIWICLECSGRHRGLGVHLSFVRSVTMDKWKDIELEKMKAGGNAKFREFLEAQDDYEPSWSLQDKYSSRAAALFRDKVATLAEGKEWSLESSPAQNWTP
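system = rat Arfgap1 catalytic domain, aa 1-136 | technique = FP, GDP Alexa 633 tracer displaced from anti-GDP antibody, 620/688 nm | compound = one concentration, 16.5 µM, DMSO 1.26% | medium = HEPES-based buffer, pH 7.5 | timing = compound-enzyme preincubation 20 min, reaction 120 min, detection 60 min, 25 °C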
ADAM10 inh: ADAM10 inhibition, QFRET primary screen; O14672; recombinant ADAM10, EDANS/DABCYL FRET peptide cleavage, 3 h; inhibition, % at 7 µM; 0.62% of 370,000 active;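 active = inhibition above a per-campaign cutoff equal to the mean of compounds falling between control-based bounds plus 3 SD, cut at about 20% in these data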;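 note: 0% = DMSO wells while the 100% control is not disclosed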
Tn6 DDE FP: DD(E)-Tn6 binding inhibition, primary FP screen. Fibrin DD(E) TRITC-Tn6 fluorescence polarization displacement. inhibition, % at 8.3 µM. 0.21% of 370,000 active;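 active = inhibition above a per-campaign cutoff: mean of compounds within control limits plus 3 SD, cut at about 15% in these data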;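 note: 0% = median of all compound wells on the plate and 100% = blocking peptide control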
sPLA2-III inh: Blocks human group III sPLA2 activity | Q9NZ20 | 0.56% of 370,000 active | inhibition, % at 12.2 µM | QFRET BODIPY PC-A2 liposome hydrolysis, fluorescence;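 active = inhibition above mean plus 3 SD of compounds lying within the high and low control bounds, cut at about 19% in these data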;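 note: 0% = median of test compound wells and 100% = no enzyme DMSO wells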
GC-A act: GC-A (human) enzyme activation; HEK293 GC-A cells, cGMP TR-FRET, EC30 ANP; 0% at EC30 ANP, 100% saturating ANP; P16066; 0.14% of 370,000 active; activation, % at 10 µM; in the data active = activation above about 40%
* hit, by the source's call.

Screening Cn1c(=O)c2c(nc(CN3CCN(Cc4ccccc4)CC3)n2CCN2CCOCC2)n(C)c1=O returned ASAP1 GAP inh 0, rCAG binder -4, NPR2 activator 1, proKLK7 act -0.9, FXN GAA850 act -1.2, ARFGAP1 inhibitor 0, ADAM10 inh 0, Tn6 DDE FP -4, sPLA2-III inh -1 and GC-A act -1.
`Cc1ccc(OC(=O)C2CSC3(C)CCC(=O)N23)c(Br)c1` (stereo not given) gave ASAP1 GAP inh -8, rCAG binder -1, NPR2 activator 0, proKLK7 act 0.2, FXN GAA850 act -0.5, ARFGAP1 inhibitor -7, ADAM10 inh 9, Tn6 DDE FP 0, sPLA2-III inh -3 and GC-A act 5.
`COc1cccc(N2CCN(C(=O)c3cccc(NC(=O)C4=C(C)OCCS4)c3)CC2)c1` gave ASAP1 GAP inh -6, rCAG binder 4, NPR2 activator 11, proKLK7 act 0.0, FXN GAA850 act -1.0, ARFGAP1 inhibitor -6, ADAM10 inh -21, Tn6 DDE FP -3, sPLA2-III inh 6 and GC-A act 2.
Screening CC(=O)Nc1ccc(NC(=O)CSc2nnc(NC(=O)c3ccccc3F)s2)cc1 returned ASAP1 GAP inh -3, rCAG binder 5, NPR2 activator -6, proKLK7 act 0.2, FXN GAA850 act 0.5, ARFGAP1 inhibitor -1, ADAM10 inh -10, Tn6 DDE FP 7, sPLA2-III inh -4 and GC-A act -4.
For COc1ccc(N=CC=C2OC(C)(C)C(C)(C)O2)cc1OC the results were ASAP1 GAP inh -1, rCAG binder -7, NPR2 activator -16, proKLK7 act -0.2, FXN GAA850 act 3.3, ARFGAP1 inhibitor 15, ADAM10 inh -42, Tn6 DDE FP 4, sPLA2-III inh -5 and GC-A act 1.
`O=C(O)CC1=C(O)C(=O)N(c2ccccc2)C1c1ccccc1` (stereo not given) gave ASAP1 GAP inh -4, rCAG binder 6, NPR2 activator 5, proKLK7 act -0.2, FXN GAA850 act 0.3, ARFGAP1 inhibitor 0, ADAM10 inh 1, Tn6 DDE FP -5, sPLA2-III inh -1 and GC-A act -2.
c1ccc(CCNc2nc(-c3cccnc3)cs2)cc1 was read as ASAP1 GAP inh -5, rCAG binder -1, proKLK7 act -0.2, FXN GAA850 act 4.3, ARFGAP1 inhibitor 18, ADAM10 inh -5, Tn6 DDE FP -3 and sPLA2-III inh 6.
CCOC(=O)c1cc(-c2ccccc2C)n(Cc2cc(C)no2)n1 was read as ASAP1 GAP inh 7, rCAG binder -8, NPR2 activator 2, proKLK7 act 0.1, FXN GAA850 act -1.8, ARFGAP1 inhibitor 9, ADAM10 inh 1, Tn6 DDE FP -4, sPLA2-III inh -4 and GC-A act 2.
Screening C=CCN1C(=O)[C@@H](CC(=O)N2CCCC2)[C@]2(C(=O)OCC)CCCCC/C=C/12 returned rCAG binder 5, NPR2 activator -7, proKLK7 act -0.2, ADAM10 inh -3, Tn6 DDE FP -4, sPLA2-III inh 4 and GC-A act -1.
`O=C(C1=C[C@H](c2csc3ccccc23)C[C@H](OCc2ccc(CO)cc2)O1)N1CCCCCCC1` gave ASAP1 GAP inh 2, rCAG binder 10, NPR2 activator 0, proKLK7 act 1.3, ARFGAP1 inhibitor 0, ADAM10 inh -1, Tn6 DDE FP 2, sPLA2-III inh -3 and GC-A act 1.
For Cc1csc(NC(=O)c2cccnc2)n1 the results were ASAP1 GAP inh 3, rCAG binder 1, NPR2 activator 9, proKLK7 act -0.1, FXN GAA850 act 3.4, ARFGAP1 inhibitor -7, ADAM10 inh -3, Tn6 DDE FP -2, sPLA2-III inh 12 and GC-A act 3.
Screening O=C(O)c1sccc1S(=O)(=O)N1CCCCC1 returned ASAP1 GAP inh 2, rCAG binder 2, NPR2 activator -1, proKLK7 act 0.3, FXN GAA850 act -0.8, ARFGAP1 inhibitor 11, ADAM10 inh -5, Tn6 DDE FP -2, sPLA2-III inh -1 and GC-A act 4.
`O=C(CSc1nncn1-c1cccnc1)Nc1ccccc1[N+](=O)[O-]` gave ASAP1 GAP inh 11, rCAG binder 1, NPR2 activator 1, proKLK7 act 1.0, FXN GAA850 act 1.1, ARFGAP1 inhibitor -20, ADAM10 inh 2, Tn6 DDE FP 1, sPLA2-III inh -5 and GC-A act -1.
For CC1Cc2cc(/C(O)=C3/C(=O)C(=O)N(CC4CCCO4)C3c3ccco3)ccc2O1 (stereo not given) the results were ASAP1 GAP inh 4, rCAG binder 7, NPR2 activator 1, proKLK7 act -0.3, FXN GAA850 act -0.8, ARFGAP1 inhibitor -25, ADAM10 inh 9, Tn6 DDE FP 4, sPLA2-III inh -3 and GC-A act 0.
`CSC1=NCCN1C(=O)C(C)Oc1ccccc1` (stereo not given) gave ASAP1 GAP inh 4, rCAG binder 1, NPR2 activator 3, proKLK7 act 0.7, FXN GAA850 act 0.9, ARFGAP1 inhibitor 9, ADAM10 inh -7, Tn6 DDE FP 0, sPLA2-III inh 3 and GC-A act 2.
Screening COc1ccc(S(=O)(=O)N(C)c2ccc(C(=O)NCC3CCCO3)cc2)cc1OC (stereo not given) returned ASAP1 GAP inh 15, rCAG binder -6, NPR2 activator 1, proKLK7 act -0.2, FXN GAA850 act 0.8, ARFGAP1 inhibitor 8, ADAM10 inh -4, Tn6 DDE FP 0, sPLA2-III inh 7 and GC-A act 1.
For O=C(Nc1ccccc1)Nc1csc2ccccc12 the results were ASAP1 GAP inh 3, rCAG binder 12, NPR2 activator 3, proKLK7 act 0.2, FXN GAA850 act 1.9, ARFGAP1 inhibitor 9, ADAM10 inh 7, Tn6 DDE FP -21, sPLA2-III inh -6 and GC-A act 0.
`CN(C)c1cc(NC(=O)CNC(C)(C)C)c2ccccc2n1` gave ASAP1 GAP inh -2, rCAG binder -4, NPR2 activator -2, proKLK7 act -4.2, FXN GAA850 act 1.3, ARFGAP1 inhibitor 2, ADAM10 inh -113, Tn6 DDE FP -6, sPLA2-III inh 6 and GC-A act 9.
O=C1c2cccnc2C(=O)N1Cc1cccs1 was read as ASAP1 GAP inh 8, rCAG binder -1, NPR2 activator 1, proKLK7 act -0.2, FXN GAA850 act 1.3, ARFGAP1 inhibitor 9, ADAM10 inh -11, Tn6 DDE FP 10, sPLA2-III inh 12 and GC-A act -3.
For COc1ccccc1CC(NC(C)=O)C(=O)N1CCN(C(=O)c2cccs2)CC1 (stereo not given) the results were ASAP1 GAP inh 6, rCAG binder -5, NPR2 activator 3, proKLK7 act -0.2, FXN GAA850 act 0.2, ARFGAP1 inhibitor 0, ADAM10 inh 6, Tn6 DDE FP -2, sPLA2-III inh 1 and GC-A act -1.
`O=C(NNC(=O)c1cc2ccccc2cc1O)Nc1ccc(F)cc1F` gave ASAP1 GAP inh -7, rCAG binder 15, NPR2 activator 0, proKLK7 act -2.5, FXN GAA850 act 2.1, ARFGAP1 inhibitor -3, ADAM10 inh -17, Tn6 DDE FP -13, sPLA2-III inh 16 and GC-A act 0.
`O=C1CCN(CC2CCCCC2)C=C1C(=O)c1ccccc1` gave ASAP1 GAP inh 0, rCAG binder 1, NPR2 activator 2, proKLK7 act 0.5, FXN GAA850 act -1.6, ARFGAP1 inhibitor 0, ADAM10 inh 4, Tn6 DDE FP 6, sPLA2-III inh 1 and GC-A act 0.
`CCOc1ccc(NC(=O)c2cccnc2SC)cc1` gave ASAP1 GAP inh -5, rCAG binder -2, NPR2 activator -2, proKLK7 act 0.6, FXN GAA850 act 2.2, ARFGAP1 inhibitor 8, ADAM10 inh -3, Tn6 DDE FP 1, sPLA2-III inh -3 and GC-A act 1.
For Cc1ccc(C(=O)Oc2coc(CSc3nnc(NC(=O)c4cccs4)s3)cc2=O)cc1 the results were ASAP1 GAP inh 1, rCAG binder 11, NPR2 activator -9, proKLK7 act -0.6, FXN GAA850 act 1.3, ARFGAP1 inhibitor 11, ADAM10 inh 2, Tn6 DDE FP 6, sPLA2-III inh -13 and GC-A act -10.

Looked up by compound from the entries so far:
`O=C(CSc1nncn1-c1cccnc1)Nc1ccccc1[N+](=O)[O-]` gave ASAP1 GAP inh 11, rCAG binder 1, NPR2 activator 1, proKLK7 act 1.0, FXN GAA850 act 1.1, ARFGAP1 inhibitor -20, ADAM10 inh 2, Tn6 DDE FP 1, sPLA2-III inh -5 and GC-A act -1.
For COc1ccccc1CC(NC(C)=O)C(=O)N1CCN(C(=O)c2cccs2)CC1 (stereo not given) the results were ASAP1 GAP inh 6, rCAG binder -5, NPR2 activator 3, proKLK7 act -0.2, FXN GAA850 act 0.2, ARFGAP1 inhibitor 0, ADAM10 inh 6, Tn6 DDE FP -2, sPLA2-III inh 1 and GC-A act -1.

Next section:
For CCOC(=O)/C(=N\Nc1ccccc1Cl)N1CC(C)OC(C)C1 (stereo not given) the results were ASAP1 GAP inh 10, rCAG binder -3, NPR2 activator -9, proKLK7 act 0.4, FXN GAA850 act 0.1, ARFGAP1 inhibitor -4, ADAM10 inh 3, Tn6 DDE FP 0, sPLA2-III inh 0 and GC-A act -9.
N#CC(Cc1cc2ccccc2n1S(=O)(=O)c1ccccc1)OCc1ccccc1 (stereo not given) was read as ASAP1 GAP inh 10, rCAG binder 8, NPR2 activator 3, proKLK7 act 0.5, FXN GAA850 act 1.4, ARFGAP1 inhibitor 12, ADAM10 inh 3, Tn6 DDE FP -1, sPLA2-III inh -6 and GC-A act -4.
Cc1cc(C)n2nc(C(=O)N/N=C/c3cn(C)nc3C)nc2n1 was read as ASAP1 GAP inh -16, rCAG binder -3, NPR2 activator 2, proKLK7 act 0.3, FXN GAA850 act 2.5, ARFGAP1 inhibitor 8, ADAM10 inh 0, Tn6 DDE FP 0, sPLA2-III inh 6 and GC-A act 2.
NC(=O)C1CCN(CC(=O)NC2CCCc3ccccc32)CC1 (stereo not given) was read as ASAP1 GAP inh 4, rCAG binder -1, NPR2 activator 1, proKLK7 act 0.2, FXN GAA850 act 3.5, ARFGAP1 inhibitor 0, ADAM10 inh 1, Tn6 DDE FP -1, sPLA2-III inh 2 and GC-A act 1.
Screening CCn1c2ccccc2c2cc(NC(=O)CSc3nnc(-c4cccc(OC)c4)n3N)ccc21 returned ASAP1 GAP inh 1, rCAG binder 9, NPR2 activator -15, proKLK7 act -0.2, FXN GAA850 act 8.4*, ARFGAP1 inhibitor 31*, ADAM10 inh -44, Tn6 DDE FP 1, sPLA2-III inh -7 and GC-A act -10.
Screening Cc1ccccc1NC(=S)N(CCc1c(C)[nH]c2ccc(F)cc12)Cc1ccncc1 returned ASAP1 GAP inh -6, rCAG binder 7, NPR2 activator -9, proKLK7 act 0.2, FXN GAA850 act -3.1, ARFGAP1 inhibitor 0, ADAM10 inh 1, Tn6 DDE FP 8, sPLA2-III inh -5 and GC-A act -18.
Screening COc1cc(CCC(=O)OCC(=O)Nc2ccccc2C#N)cc(OC)c1OC returned ASAP1 GAP inh -17, rCAG binder -5, NPR2 activator 3, proKLK7 act -0.7, FXN GAA850 act -2.1, ARFGAP1 inhibitor -17, ADAM10 inh 0, Tn6 DDE FP -2, sPLA2-III inh 2 and GC-A act 1.
`O=C(NCC1CCCO1)c1ccc(COc2ccccc2)o1` (stereo not given) gave ASAP1 GAP inh -12, rCAG binder -5, NPR2 activator 1, proKLK7 act -0.2, FXN GAA850 act 0.1, ARFGAP1 inhibitor 1, ADAM10 inh -3, Tn6 DDE FP -1, sPLA2-III inh 7 and GC-A act 1.
Screening Cc1cccnc1Nc1nc(-c2ccccc2)cs1 returned ASAP1 GAP inh -6, rCAG binder 5, NPR2 activator -4, proKLK7 act 0.5, FXN GAA850 act 3.8, ARFGAP1 inhibitor 3, ADAM10 inh 7, Tn6 DDE FP 4, sPLA2-III inh 4 and GC-A act 2.

Screening data from PubChem.
